# Screening results as filed in PubChem.
# EP2 mod: EP2 receptor modulators, cAMP readout, primary screen, cell-based, HTRF cAMP, PGE2 stimulation; AID 940, 2007; induction, % at 25 µM; Prostaglandin E2 receptor EP2 subtype (Homo sapiens), P43116; actives 0.83% (n = 260,000); EP2-expressing cells, cAMP HTRF FRET, PGE2 co-stimulation;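 active = compounds whose cAMP rise, as percent of the full-agonist control response, exceeds 60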;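 also: rat C6 glioma line stably carrying human EP2 under a CMV promoter; the protocol text gives 20 µM as final concentration; 100% = response of wells given 1 µM PGE2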
# Target sequence (P43116 whole entry, looked up): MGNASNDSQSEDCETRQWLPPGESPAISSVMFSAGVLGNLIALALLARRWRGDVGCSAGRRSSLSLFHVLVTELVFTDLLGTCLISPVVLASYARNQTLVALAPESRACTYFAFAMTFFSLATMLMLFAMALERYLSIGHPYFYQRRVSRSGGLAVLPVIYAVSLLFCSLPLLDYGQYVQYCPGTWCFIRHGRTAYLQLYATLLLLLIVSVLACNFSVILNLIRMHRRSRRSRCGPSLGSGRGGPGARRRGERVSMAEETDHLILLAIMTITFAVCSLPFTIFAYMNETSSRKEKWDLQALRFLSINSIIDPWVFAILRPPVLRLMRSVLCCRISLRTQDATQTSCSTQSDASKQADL
# NPY-Y1 antag: NPY-Y1 receptor antagonists, primary screen, cell-based. actives 1% (n = 200,000). AID 1040, 2008. Neuropeptide Y receptor type 1 (Homo sapiens), P25929. inhibition, % at 3.6 µM. HEK293-CNG Y1 cells, membrane potential fluorescence; NPY at EC95, then isoproterenol;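 active = inhibition above the campaign mean inhibition of all tested compounds plus 3 SD, cut at about 20% in these data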;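 also: 0% = DMSO wells given NPY plus isoproterenol and 100% = isoproterenol alone without NPY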
#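 Assay system: HEK293 cells with Y1 receptor plus CNG channel | Probe or stimulus: NPY (25 nM), isoproterenol (1 µM), Ro 20-1724 (25 µM) | Timing: Compound incubation 1 h at room temperature, readout 45 min post-stimulation | Measured by: Membrane-potential fluorescent dye readout | Benchmarks: High control isoproterenol alone, low control NPY with isoproterenol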
# EP2 antag: human EP2 receptor antagonists, primary screen, TR-FRET cAMP, C6 glioma cells | Prostaglandin E2 receptor EP2 subtype (Homo sapiens), P43116 | C6 glioma cells expressing human EP2; cells stimulated with saturating PGE2 | inhibition, % at 25 µM | actives 0.52% (n = 260,000) | AID 1422, 2008;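 active = percent inhibition above 40 after rounding to a whole number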;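 also: rat C6 glioma host cells with rolipram phosphodiesterase inhibitor present; the protocol text gives 20 µM as final concentration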
# PPC-1+TRAIL kill: compounds killing PPC-1 cancer cells with TRAIL present, primary screen, TRAIL potentiator project, ATPLite luminescence, uHTS. cell killing (% activity), % at 4 µM. actives 0.41% (n = 220,000). PPC-1 cells + TRAIL, ATPLite viability luminescence;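 active = cell killing above 50% in the first pass at 4 µM, then a duplicate retest at 5 µM averaging 50% or more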;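 also: plate controls were cells with TRAIL plus DMSO for no effect and medium-only wells lacking cells for full effect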
# 14-3-3 Bad PPI: inhibitors of 14-3-3 zeta/Bad binding, primary screen, biochemical, TR-FRET, bovine 14-3-3 zeta | inhibition, % at 21.7 µM | TR-FRET 14-3-3zeta/Dy647-pBad peptide displacement, 1 h | 14-3-3 protein zeta/delta (Bos taurus), P63103 | actives 0.71% (n = 220,000);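 active = inhibition above about 70%, limit read from the data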;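 also: 0% = full 14-3-3 plus peptide FRET controls and 100% = background without 14-3-3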
# NPY1 pot ag: NPY-Y1 receptor potentiators or agonists, primary screen, cell-based | activation, % at 3.6 µM | actives 0.37% (n = 220,000) | Neuropeptide Y receptor type 1 (Homo sapiens), P25929 | AID 1304, 2008 | NPY-Y1 expressing cells, potentiator/agonist activation; in the data active = activation above about 33%, passing the limit was not always enough;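 also: cells stimulated with NPY at EC10 then isoproterenol at EC100; 0% = low agonist plus stimulus and 100% = saturating agonist plus stimulus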
# TRPML3 agonist: human TRPML3 channel agonists, primary screen, cell-based, HEK293 TRPML3-YFP, Fluo-8 calcium fluorescence, 3 µM; Mucolipin-3 (Homo sapiens), Q8TDD5; 100% = the carbachol control signal; activation, % at 3 µM; actives 0.29% (n = 220,000); AID 1448, 2008;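 active = activation above its plate's cutoff, the mean activation of the plate's test wells plus 3 SD, cut at about 12% in these data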;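 also: 0% = DMSO only wells and 100% = carbachol wells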
# Target sequence (Q8TDD5 whole entry, looked up): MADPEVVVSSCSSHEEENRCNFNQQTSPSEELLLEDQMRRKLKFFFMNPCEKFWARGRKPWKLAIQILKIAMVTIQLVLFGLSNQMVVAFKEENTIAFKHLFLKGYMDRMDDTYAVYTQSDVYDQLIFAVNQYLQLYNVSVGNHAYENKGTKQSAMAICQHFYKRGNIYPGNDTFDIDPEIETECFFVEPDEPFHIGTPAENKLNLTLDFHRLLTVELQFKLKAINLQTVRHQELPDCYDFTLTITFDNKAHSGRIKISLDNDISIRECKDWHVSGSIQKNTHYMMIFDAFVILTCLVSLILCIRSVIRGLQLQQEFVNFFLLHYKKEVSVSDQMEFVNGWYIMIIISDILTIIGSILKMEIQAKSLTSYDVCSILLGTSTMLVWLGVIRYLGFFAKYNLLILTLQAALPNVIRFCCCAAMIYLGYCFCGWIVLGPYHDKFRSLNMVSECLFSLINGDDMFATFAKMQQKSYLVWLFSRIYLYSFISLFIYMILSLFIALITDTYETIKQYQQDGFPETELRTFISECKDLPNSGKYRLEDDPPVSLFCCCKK
#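 Test system: HEK293 cells stably carrying human TRPML3-YFP; Doses: single dose, 3 µM final nominal compound, 0.3% DMSO final; Schedule: dye loading 1 h 37 °C then 30 min ambient, 125 s read; Technique: Fluo-8 calcium fluorescence; Benchmarks: high control carbachol 87 µM, low control DMSO.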
# zfTRPN1 agonist: zebrafish TRPN1 channel agonists, primary screen, cell-based, HEK293, calcium fluorescence; actives 0.18% (n = 220,000); AID 1424, 2008; transient receptor potential cation channel N1 (TRPN1/NompC), Danio rerio; activation, % at 3 µM; HEK293 zebrafish TRPN1-YFP, Fluo-8 calcium fluorescence; 100% = response to 87 µM carbachol;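 active = activation above its plate's cutoff, the mean activation of test wells on that plate plus 3 SD, cut at about 19% in these data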;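 also: 0% = DMSO alone and 100% = 87 µM carbachol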
#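 Material: zebrafish TRPN1-YFP in HEK293 cells; Doses: single test compound dose, 3 µM nominal, 0.3% DMSO; Timing: dye loading 1 h at 37 °C, then 30 min room temperature; Technique: intracellular calcium fluorescence with Fluo-8; Benchmarks: high carbachol 87 µM, low DMSO alone.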
# CHOP inhibitor: inhibitors of CHOP promoter induction, primary screen, cell-based, unfolded protein response, luciferase reporter; CHO-K1 CHOP-promoter luciferase, tunicamycin-induced, 15-18 h; inhibition, % at 10 µM; actives 3.8% (n = 220,000);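 active = compounds that reduced the stress-induced luciferase reporter signal by more than about 70% of percent inhibition, limit read from the data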;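 also: 0% = tunicamycin plus vehicle and 100% = wells without tunicamycin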
# An asterisk follows results filed as active; x = not tested or not shown; & = joins results of further samples; [ ] = another dose, or the depositor's remark. These rows are one share of the data. The share of hits here may be higher or lower than overall.
SMILES,EP2 mod,NPY-Y1 antag,EP2 antag,PPC-1+TRAIL kill,14-3-3 Bad PPI,NPY1 pot ag,TRPML3 agonist,zfTRPN1 agonist,CHOP inhibitor
N/C(=N/OC(=O)c1ccc(Cl)cc1)c1ncc([N+](=O)[O-])s1,17,x,8,-8,12,20,0.5,0.4,7
COc1ccc(Nc2nnc(SCC(=O)Nc3ccc4[nH]c(=O)[nH]c4c3)s2)cc1,-21,-3,6,42,-7,-18,-0.3,0.1,19
O=C1NC(Cc2ccccc2)C(=O)N1Cc1cc([N+](=O)[O-])cc2c1OCOC2 (configuration not stated),-23,-1,5,10,3,17,1.3,-0.3,5
CC(=O)N1CCN(S(=O)(=O)c2cccc(C(=O)NC3CCC(C)CC3)c2)CC1 (configuration not stated),17,2,3,-11,-6,8,0.7,-0.6,8
Cc1ccc(NC(=O)CCSc2ccccn2)cc1,-41,4,5,-6,-9,0,-0.1,0.3,-18
Cc1nn(S(=O)(=O)c2ccc([N+](=O)[O-])cc2)c(C)c1Sc1ccccc1,x,4,10,x,x,7,-0.4,-1.0,x
O=C(NNC(=O)c1cccs1)Nc1cccc(Cl)c1,13,-5,x,18,8[fluorescence artefact?],18,-0.3,-0.8,3
Cn1c(/C(C#N)=C/c2ccc(O)cc2)nc2ccccc21,-14,x,2,11,-4,3,-0.1,-1.0,18
CC(C)(C)c1nc(Sc2ccc([N+](=O)[O-])cn2)n[nH]1,10,x,5,2,1,1,0.3,0.1,-7
COc1cc(/C=N/NC(=O)c2cc(-c3cccn3C)n[nH]2)cc(OC)c1OC,-12,2,15,-13,-8,-12,0.1,0.2,-1
O=c1c2[nH]c3ccc(Cl)cc3c2ncn1CCN1CCCCC1,-13,3,22,14,-3,-13,0.5,0.5,49
Cn1c(SCC(=O)Nc2ccccc2F)nnc1-c1cccnc1,6,3,7,23,7,-2,0.1,-0.7,-7
COc1cccc(C2c3c(oc4ccc(F)cc4c3=O)C(=O)N2CCN2CCOCC2)c1OC (configuration not stated),6,-3,9,14,10,9,0.3,-0.5,5
Fc1ccccc1N1CCN(c2nc3ccccc3n3nnnc23)CC1,30,5,14,22,5,9,1.3,1.2,12
Cc1ccccc1OCC(=O)N=Nc1c(O)n(C)c2ccccc12,1,x,10,0,11,10,0.8,0.4,-10
COc1ccc(Cc2nc(-c3ccc(Br)o3)no2)cc1OC,1,1,7,-15,3,-13,0.1,0.3,-56
CCOC(=O)/C(=N\Nc1ccccc1Cl)N1CCN(Cc2ccccc2)CC1,39,4,8,-8,-3[fluorescence artefact?],-13,-0.7,-0.2,27
Cc1sc2ncnc(-n3nnc4ccccc43)c2c1C,47,2,-1,4,-10,-14,-0.2,-3.5,31
COc1cc(C(=O)NCc2ccco2)c(Br)c(OC)c1OC,7,3,15,8,-2,6,-0.2,1.2,-2
CCOC(=O)CNC(=O)c1ccc(Cl)s1,11,1,5,-10,-10,6,1.0,0.6,15
CCOC(=O)c1ccc(NC(=S)N2CCSC2c2c(F)cc(F)cc2F)cc1 (configuration not stated),-2,-3,5,-3,5[fluorescence artefact?],-8,1.3,1.1,56
O=C(NCc1nc2ccccc2[nH]1)C1=C[C@@H](c2csc3ccccc23)C[C@@H](OCc2ccc(CO)cc2)O1,-18,-2,x,15,-4,10,-0.2,2.3,62
CCNc1nc(NCC)nc(Oc2ccc(N)cc2)n1,1,8,10,-16,12,9,0.3,0.5,19
CC(=O)Nc1ccc(N2C(=O)c3cccc(NC(C)=O)c3C2=O)cc1,13,-3,7,-16,-4,14,1.3,0.7,14
O=C(Cn1cnc2ccccc2c1=O)Nc1nnc(SCc2ccc(Cl)cc2)s1,13,x,3,1,8,-17,-0.8,0.7,86*
[O-]c1c[n+](-c2ccc(-[n+]3cc([O-])on3)cc2)no1,7,0,3,24,-8,-15,0.7,1.4,-10
COc1ccccc1NC(=O)CSc1nnc(C2CCCCC2)n1C,22,-6,4,26,-1[fluorescence artefact?],-17,-0.3,1.0,-17
O=C(c1ccc(C(F)(F)F)cc1)C1CCCN(C(=O)c2csnn2)C1 (configuration not stated),-13,6,7,0,-4,-3,1.1,-0.4,1
O=C1CS/C(=N/N=C/c2c[nH]c3ccccc23)N1,-48,x,6,12,-2,5,0.3,1.2,8
CCn1c(=O)cc(SCC(=O)NCCN2CCN(Cc3ccccc3)CC2)c2ccccc21,44,8,9,3,-10,-26,0.7,-1.9,-8

# Entries above printed as active in CHOP inhibitor.
molecule | EP2 mod | NPY-Y1 antag | 14-3-3 Bad PPI | NPY1 pot ag | TRPML3 agonist | CHOP inhibitor
O=C(Cn1cnc2ccccc2c1=O)Nc1nnc(SCc2ccc(Cl)cc2)s1 | 13 | x | 8 | -17 | -0.8 | 86*

# (next part)
SMILES,EP2 mod,NPY-Y1 antag,EP2 antag,PPC-1+TRAIL kill,14-3-3 Bad PPI,NPY1 pot ag,TRPML3 agonist,zfTRPN1 agonist,CHOP inhibitor
CC12CCC(C(=O)Nc3ccccc3N3CCOCC3)(CC1=O)C2(C)C (configuration not stated),1,4,8,7,7,20,-1.4,-1.4,13
Cc1ccc(NC(=S)NCCc2c[nH]c3ccccc23)c(C)c1,-62,x,10,28,0,7,-1.6,-2.5,-1
CCC1Sc2ccccc2N(CC(=O)NCCC(C)C)C1=O (configuration not stated),7,4,6,24,7,-22,-0.5,-0.3,32
CCC(=O)N1CCN(c2ccc(NC(=O)c3ccc([N+](=O)[O-])o3)cc2)CC1,-37,-2,46*,15,-1,6,1.0,1.3,22
O=C(O)c1cc(NCc2cccs2)ccc1N1CCOCC1,19,9,6,-1,-18[fluorescence artefact?],6,0.5,1.1,-15
O=C(c1ccc2c(c1)OCO2)N1CCC2(CC1)Oc1ccc(Cl)cc1C(=O)C21CC(c2ccc(Cl)cc2)=NO1 (configuration not stated),26,x,12,17,-2,x,x,x,-16
Cc1nn(-c2ccccc2)c2nc(C(Cl)(Cl)Cl)[nH]c(=O)c12,3,x,12,0,9,-7,1.3,0.7,16
CC(=O)NC(Cc1ccccc1C)C(=O)NC1CCN(c2nnnn2-c2ccccc2)CC1 (configuration not stated),12,x,7,6,6,2,0.7,0.8,-6
COc1ccc(C(=O)OCCN2CCOCC2)cc1,17,-1,10,-5,42,-12,0.1,1.6,0
O=C(c1ccc(Br)cc1)N(Cc1nc2ccccc2c(=O)[nH]1)C1CCCC1,42,8,2,19,-15,13,-0.9,-0.7,52
CCc1ccccc1NC(=O)NC1CCCCC1,8,-1,12,24,17,-7,1.0,-0.5,20
CC(=O)Nc1sc2c(c1C(c1ccncc1)N1CCOCC1)CCCC2 (configuration not stated),-5,0,2,7,6,0,0.2,-0.7,15
O=C(NCc1ccco1)c1cccc(NS(=O)(=O)c2cccc(F)c2)c1,14,2,5,17,-11[fluorescence artefact?],-10,-0.3,0.4,-2
CCOc1ccc(/C=N/NC(=S)NC2CC3CC2C2C=CCC32)cc1 (configuration not stated),42,x,11,-3,-4,-22,0.6,0.7,-1
COc1ccc(N=C2SCC(c3ccc([N+](=O)[O-])cc3)=NN2CCO)cc1,-53,x,11,-6,2,11,0.4,0.8,20
N#Cc1cc2c(nc1SCc1cccnc1)CCCC2,29,-1,5,-4,-5,0,-0.3,-1.3,33
O=C(/C=C/c1ccccc1)c1ccccn1,12,0,25,3,-12,-11,0.5,-0.3,-33
NC(=O)CSc1nnc(Cc2csc(Nc3ccccc3)n2)n1Cc1ccccc1,4,2,4,20,-11,-23,-1.2,0.4,15
CN(c1ccccc1)S(=O)(=O)c1cccc(NC(=O)c2cc3ccccc3oc2=O)c1,9,x,8,2,4,28,-0.5,0.2,-50
COCCN1CSC(=S)N(Cc2ccco2)C1,23,-3,7,1,-5,18,0.9,1.7,-191
CC1CCN(C(=O)CCCOc2ccc(Cl)cc2)CC1,-37&-18,9,10&18,12,7,-11,-0.4,0.7,3
Cc1cc(C)nc(/N=C(/NC(=O)Nc2cccc(Cl)c2)Nc2ccccc2)n1,-5,4,7,8,-5,1,-0.4,-0.6,-29
CN(C)CCn1c(C(=O)Nc2ccccc2)cc2ccccc21,-11,38*,11,1,17,-67,0.2,-0.2,-5
Cc1ccc(S(=O)(=O)N2CCN(C(=O)CN3C(=O)NC4(CCOc5ccccc54)C3=O)CC2)cc1 (configuration not stated),6,2,13,4,-9,19,0.2,0.4,-2
Cc1noc(C)c1C(=O)N1CCCC(C(=O)c2cccc(OC(C)C)c2)C1 (configuration not stated),14,-1,10,-10,-4,11,-0.2,0.6,1
CC(NS(=O)(=O)/C=C/c1ccccc1)C(=O)O (configuration not stated),-5,1,9,-1,5,-2,0.3,-1.4,86*
Cc1c(Br)c([N+](=O)[O-])nn1CC(=O)N1CCc2ccccc2C1,10,4,5,17,-12,4,-0.3,-1.3,-1
Cc1ccc(Cn2c(SCCN3CCOCC3)nc3c2c(=O)n(C)c(=O)n3C)cc1,-8,4,20,-2,-3,0,-0.1,-1.1,1
CCCCCNC(=O)CSC1=N/C(=C\c2ccc(Cl)c(Cl)c2)C(=O)N1CC,7,-2,16,8,-6,8,0.7,0.6,-3
COc1ccccc1N1CCN(CC(=O)c2c(N)n(C)c(=O)n(C)c2=O)CC1,14,1,13,3,-4,-13,0.5,1.6,13
COc1ccc(N=CC2=C(O)c3ccccc3C2=O)cc1,-26,2,25,7,17,14,0.8,-0.1,47
Cc1cccc(NCC(=O)N/N=C/c2cccc(Br)c2)c1,-55,3,4,-6,-14,-16,0.8,-0.1,84*
CSc1ccccc1NC(=O)N1CCC(CO)(CC2CCCCO2)CC1 (configuration not stated),9,-1,8,x,-2,-4,0.5,0.1,12
Cc1cc(F)ccc1N1CCC(N2CCN(C(C)C)C(CCO)C2)CC1 (configuration not stated),4,3,3,0,3,3,0.5,-1.2,13
